Source: PubChem (Sanford-Burnham Center for Chemical Genomics)
Gli-Sufu block = Gli-Sufu pathway antagonism; Sufu-KO-LIGHT fibroblasts, Gli luciferase reporter luminescence; inhibition, % at 5 µM; 0.74% of 340,000 active; AID 588413;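 active means inhibition above about 55%, limit read from the data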;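 further: 0% = DMSO-treated cells and 100% = wells with medium but no cells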
UBC13 inh = blocks human UBC13 polyubiquitin chain formation | TR-FRET | 0.47% of 330,000 active | AID 485273 | inhibition, % at 20 µM | P61088; in the data active means inhibition above about 45%, passing the limit was not always enough
Target sequence (P61088 whole entry, looked up): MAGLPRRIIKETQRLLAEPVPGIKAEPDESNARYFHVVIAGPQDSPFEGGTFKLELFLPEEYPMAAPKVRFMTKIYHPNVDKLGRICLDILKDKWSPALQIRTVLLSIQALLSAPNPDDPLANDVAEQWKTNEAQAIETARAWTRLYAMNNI
ATG4B inhibitor = ATG4B (human) cysteine protease inhibition. inhibition, % at 8.33 µM. ATG4B cleavage of LC3-PLA2, NBD-HPC fluorescence, 1 h. 0.51% of 340,000 active. Q9Y4P1; in the data active means inhibition above about 40%
Target sequence (Q9Y4P1 whole entry, looked up): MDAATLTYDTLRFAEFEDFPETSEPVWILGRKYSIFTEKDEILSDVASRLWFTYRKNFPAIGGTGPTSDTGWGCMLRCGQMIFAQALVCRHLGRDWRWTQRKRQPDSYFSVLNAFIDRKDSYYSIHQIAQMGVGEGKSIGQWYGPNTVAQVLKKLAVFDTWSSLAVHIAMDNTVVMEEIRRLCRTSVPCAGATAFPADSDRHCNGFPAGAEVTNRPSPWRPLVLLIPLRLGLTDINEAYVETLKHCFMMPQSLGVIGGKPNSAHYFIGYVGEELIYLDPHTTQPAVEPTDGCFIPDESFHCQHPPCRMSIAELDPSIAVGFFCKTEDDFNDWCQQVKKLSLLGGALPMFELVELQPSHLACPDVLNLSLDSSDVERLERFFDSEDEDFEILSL
APJ agonist = agonists of human APJ apelin receptor | P35414 | CHO-K1 APJ PathHunter beta-arrestin, luminescence; 0% DMSO wells, 100% apelin | activation, % at 20 µM | AID 2520 | 0.11% of 330,000 active;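 active means activation more than six SD over the plate average, tested at 20 µM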;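 further: 0% = DMSO alone and 100% = apelin-13 at 10 nM; some results filed as inactive read as strong as hits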
Target sequence (P35414 whole entry, looked up): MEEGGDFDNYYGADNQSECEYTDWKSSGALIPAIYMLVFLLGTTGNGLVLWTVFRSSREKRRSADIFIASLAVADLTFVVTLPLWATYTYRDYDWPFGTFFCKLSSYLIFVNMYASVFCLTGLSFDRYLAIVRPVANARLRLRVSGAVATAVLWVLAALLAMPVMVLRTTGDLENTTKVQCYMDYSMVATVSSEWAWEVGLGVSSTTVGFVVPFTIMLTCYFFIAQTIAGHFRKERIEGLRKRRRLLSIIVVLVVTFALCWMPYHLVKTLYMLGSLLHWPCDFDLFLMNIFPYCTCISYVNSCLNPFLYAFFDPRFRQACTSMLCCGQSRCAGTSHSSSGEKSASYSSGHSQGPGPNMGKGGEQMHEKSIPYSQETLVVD
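system = engineered CHO-K1 APJ arrestin reporter cells | input = 1000 cells per well | timing = overnight seeding, 90 min compound at 25 °C, 1 h detection | measured by = enzyme-fragment complementation luminescence | read-out = beta-arrestin recruitment to APJ as agonist activity, luminescent signal | control set = negative DMSO alone, positive Apelin-13 at 10 nM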
CXCR6 block = inhibitors of human CXCR6 receptor | CHO-K1 PathHunter CXCR6 beta-arrestin, luminescence | inhibition, % at 20 µM | 0.36% of 360,000 active | AID 602244; in the data active means inhibition above about 34%, passing the limit was not always enough;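 further: antagonist mode with CXCL16 agonist at 10 nM final; 0% = 10 nM CXCL16 with DMSO and 100% = unstimulated wells without agonist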
APJ antag = APJ receptor antagonism; CHO-K1 APJ beta-arrestin complementation, luminescence; AID 2521; inhibition, % at 20 µM; P35414; 0.32% of 330,000 active;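 active means inhibition above about 40% at 20 µM, limit read from the data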;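 further: cells challenged with 10 nM apelin-13 agonist together with compound; plate controls were apelin-13 plus DMSO wells for no effect and DMSO wells lacking apelin-13 for full effect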
CCR6 antagonist = antagonists of human CCR6 receptor; P51684; CHO-K1 CCR6 PathHunter beta-arrestin, luminescence, CCL20-stimulated; inhibition, % at 20 µM; 0.49% of 340,000 active;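 active means compounds whose inhibition of the agonist-driven luminescence signal at 20 µM reaches about 50%, limit read from the data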;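 further: cells stimulated with CCL20 at 14 nM final; plate controls were DMSO with CCL20 for no effect and DMSO without agonist for full effect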
EBI2 block = antagonists of human EBI2 receptor; 0.81% of 360,000 active; EBI2 beta-arrestin recruitment, luminescence, 7a,25-OHC stimulated; inhibition, % at 5 µM; P32249; AID 651636; in the data active means inhibition above about 38%;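 further: enzyme fragment complementation signal reports receptor beta-arrestin coupling in cells; 0% = agonist plus DMSO wells and 100% = wells without agonist; some results beyond the cut were filed as inactive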
Numbers without * were called inactive; nt = no result given. Not a hit list; overall some 3% were active at least once.

SMILES	Gli-Sufu block	UBC13 inh	ATG4B inhibitor	APJ agonist	CXCR6 block	APJ antag	CCR6 antagonist	EBI2 block
N#CC(c1ccc(O)cc1)N1CCN(C(C#N)c2ccc(O)cc2)CC1 (centres undefined)	-29	nt	4	nt	-6	nt	2	3
Nc1cc(SCc2ccc([N+](=O)[O-])cc2)ncn1	-1	nt	2	nt	-4	nt	4	7
O=S1(=O)C=C(SCCN2CCCC2)c2ccccc21	7	-3	-11	2	-1	-3	-15	0
CCc1c(C2(O)CCCCC2)[nH]c2c(C(=O)OC)cc(Cl)cc12	-16	nt	4	nt	0	nt	-3	3
CC(C)Nc1nnc(SCC(=O)Nc2ccc(F)cc2)s1	-6	6	-5	-4	0	-2	8	-12
COCCNC(=S)N(CCc1c(C)[nH]c2ccc(C)cc12)Cc1ccco1	-6	10	-7	-5	4	-3	10	28
COc1cccc(C(=O)CC(=O)C(=O)Nc2ccc(C)cc2Cl)c1	22	-17	-2	2	5	-9	12	4
O=C(NCC1CC1)c1cc([N+](=O)[O-])cc([N+](=O)[O-])c1	0	1	1	5	-28	-14	-14	-1
NC(=O)COC(=O)CC(NC(N)=O)c1ccc(Cl)cc1 (centres undefined)	-1	3	1	-2	2	2	10	-7
COc1ccc(C(=O)NCCS(=O)(=O)NCc2cccs2)cc1	-2	-2	-4	-2	-5	-14	3	-1
COc1cc(C(=O)Nc2nnc(C(F)(F)F)s2)c([N+](=O)[O-])cc1OC	-1	0	-11	-3	-4	-6	2	8
COC(=O)c1sc(S(=O)(=O)Nc2ccc(Br)cc2)c(C(=O)OC)c1C	-2	nt	4	nt	0	nt	3	-5
CCCCOP(=O)(c1ccc(N(C)C)cc1)C(O)c1cccnc1 (centres undefined)	2	3	-7	-3	2	2	-12	-29
CC(C)C(=O)NC(=S)NCC(=O)c1ccccc1	-17	-11	3	0	-9	7	4	5
COc1cc(C(=O)NCc2cccs2)ccc1OCc1c(C)noc1C	-3	7	-4	-1	-2	14	6	-8
COc1ccc(C)cc1NC(=O)Cn1c(=O)oc2ccccc21	-1	-3	8	-3	-4	-7	-11	-4
O=C(CN1C(=O)COc2ccccc21)N(Cc1cccnc1)Cc1ccccc1F	7	0	-5	-3	4	15	2	14
CCOC(=O)N1CCN(C(=O)CSc2ccc3nnc(-c4ccccn4)n3n2)CC1	10	0	-3	1	2	-2	5	5
COc1cccc(C(=O)Nc2cc(OC)ccc2NC(=O)c2ccco2)c1	-3	4	9	-7	-2	-8	18	4
O=C(CCN1CCN(C/C=C/c2ccccc2)CC1)Nc1ccc(Cl)cc1	55	2	-5	-4	-7	-25	2	-7
S=C(Nc1ccc(Cl)cc1)NC1CC2CCC(C1)N2Cc1ccccc1 (centres undefined)	33	14	-6	-3	-9	-9	20	12
COc1cccc(NC(=O)Nc2ccc(Br)cn2)c1	-59	8	-1	-1	-8	0	11	-6
CC(=O)Nc1ccc(NC(=O)C(C)Sc2nnc(-c3cccs3)o2)cc1 (centres undefined)	-3	28	-3	-7	-2	-7	7	7
COc1ccc(Br)cc1CN1CCN(Cc2c[nH]c3ccccc23)CC1	13	22	6	-1	-4	18	-2	-4
O=C(c1cc2ccccc2o1)N1CCN(S(=O)(=O)c2ccc(Cl)s2)CC1	7	-7	-8	1	4	4	38	91*

Further structures follow.
SMILES	Gli-Sufu block	UBC13 inh	ATG4B inhibitor	APJ agonist	CXCR6 block	APJ antag	CCR6 antagonist	EBI2 block
Cc1c(CC(=O)NCCCO)c(=O)oc2cc3c(cc12)CCC(C)(C)O3	-3	9	1	-3	6	18	2	-10
CN(C)/C=C/C=C1C(=O)CCCC1=O	-5	-6	-16	-3	-5	-2	-8	-2
Cc1ccc(C)c(NC(=O)CSc2nnc(CSc3nc(C)cc(C)n3)n2Cc2ccco2)c1	5	8	-9	-2	-4	5	-2	0
CC1(C)Cc2c(sc3nc4n(c(=O)c23)CCC4)CO1	-35	-3	-11	0	-4	-6	0	0
COc1ccc2[nH]c(=O)c(CNc3cccc(C)c3)cc2c1	-40	-39	3	-1	22	-12	12	1
COc1ccc(CNC(=S)NC(C)CCc2ccccc2)cc1 (centres undefined)	18	6	-19	-4	7	5	3	-2
Cc1ccc(-c2nnn(CC(=O)NCc3ccccc3)n2)c(-n2cnnn2)c1	12	-5	4	-1	-6	-19	-11	-6
COc1cc(NC(=O)Cc2cccc3ccccc23)c(C(=O)O)cc1OC	0	-5	-3	-5	-1	10	-6	-2
CCN(CC)C(=O)C(Cc1ccccc1)N1C(=O)c2ccccc2C1=O (centres undefined)	0	1	-9	-2	6	2	-2	1
Cc1onc(NC(=O)NC(=O)c2ccccc2F)c1Br	-9	-5	-5	12	-4	-18	-2	-7
COc1ccc(CNC(=O)C[C@H]2C[C@H](C(=O)N3CCOCC3)[C@@]3(C)c4[nH]c5ccc(Cl)cc5c4CCN3C2=O)cc1OC	-5	nt	-12	nt	3	nt	11	-5
CCCCN(CCCC)c1ccc(C(=O)c2ccccc2C(=O)O)c(O)c1	5	-13	12	-3	5	11	12	10
CCCn1nnc(NC(=O)c2ccc(Cl)cc2Cl)n1	-67	0	-8	2	1	-8	-23	-12
Cc1csc2nc(O)c(C(=O)NCCN3CCOCC3)c(=O)n12	9	-1	-5	-4	-2	-6	-3	0
O=[N+]([O-])c1ccc2nc(-c3ccc(Cl)cc3)n(OCc3ccccc3)c2c1	-57	-11	5	10	14	-11	16	22
CCOC(=O)N1CCC(N2CC34C=CC(O3)C(C(=O)Nc3ccc(C)cc3)C4C2=O)CC1 (centres undefined)	0	-5	-5	-1	-2	-32	8	-19
COc1ccc(C(=O)N[C@H](C(=O)NC2CCCCC2)C(C)C)cc1	3	6	6	-1	6	-8	5	6
c1ccc(CN2CCC(N3CCN(Cc4ccc5c(c4)OCO5)CC3)CC2)cc1	5	0	-1	-1	10	-4	5	3
CCOc1cc(NC(=S)Nc2ccccc2)c(OCC)cc1NC(=O)c1ccc(OC)cc1	9	-21	4	1	-6	-27	9	19
COc1ccc(-c2nc3ccccc3c(=O)n2CCCn2ccnc2)cc1	11	10	-8	-3	1	21	21	-2
Cc1scc(-c2n[nH]c(=S)n2C(C)c2ccccc2)c1C (centres undefined)	2	9	-7	-1	-6	12	4	7
CC(C)[C@H](NC(=O)c1ccc(Cl)c([N+](=O)[O-])c1)C(=O)O	7	13	-3	-4	2	11	3	-11
CC1=C(CC(=O)c2ccccc2)C(=O)c2ccccc2C1=O	-7	-35	28	2	3	-14	9	1
Cc1c(CC(=O)O)c(=O)oc2c(C)c(OCc3c(F)cccc3Cl)ccc12	5	3	7	-3	5	-12	8	-3
N#Cc1c(/N=C/c2cc(Br)cs2)sc2c1CCC2	-6	-1	-5	2	2	1	16	0

EBI2 block, hit marks shown above.
SMILES	UBC13 inh	ATG4B inhibitor	CXCR6 block	APJ antag	CCR6 antagonist	EBI2 block
O=C(c1cc2ccccc2o1)N1CCN(S(=O)(=O)c2ccc(Cl)s2)CC1	-7	-8	4	4	38	91*

The listing picks up, repeating the five entries before the break.
SMILES	Gli-Sufu block	UBC13 inh	ATG4B inhibitor	APJ agonist	CXCR6 block	APJ antag	CCR6 antagonist	EBI2 block
Cc1scc(-c2n[nH]c(=S)n2C(C)c2ccccc2)c1C (centres undefined)	2	9	-7	-1	-6	12	4	7
CC(C)[C@H](NC(=O)c1ccc(Cl)c([N+](=O)[O-])c1)C(=O)O	7	13	-3	-4	2	11	3	-11
CC1=C(CC(=O)c2ccccc2)C(=O)c2ccccc2C1=O	-7	-35	28	2	3	-14	9	1
Cc1c(CC(=O)O)c(=O)oc2c(C)c(OCc3c(F)cccc3Cl)ccc12	5	3	7	-3	5	-12	8	-3
N#Cc1c(/N=C/c2cc(Br)cs2)sc2c1CCC2	-6	-1	-5	2	2	1	16	0
NNC(=O)/C(=C\c1cccs1)NC(=O)c1ccccc1	-4	3	0	0	-10	-2	-12	-10
CCOc1ccc(CN(C)C(=O)CN2C(=O)NC3(CCCc4ccccc43)C2=O)cc1 (centres undefined)	-3	-10	-6	-3	-6	14	-3	3
COc1ccc(-c2cc(-c3ccccc3)nc(SCC(=O)Nc3nccs3)c2C#N)cc1	16	4	7	-2	0	7	9	16
COc1ccc(CCNS(=O)(=O)c2ccc(Br)cc2)cc1OC	-2	1	-2	-2	-3	7	10	-3
Cc1ccc(S(=O)(=O)N(CC(=O)N=Nc2c(O)[nH]c3ccccc23)c2cccc(C)c2)cc1	10	35	-12	-4	12	3	38	19
O=C(Cc1ccccc1[N+](=O)[O-])NC1CC2CCC1C2 (centres undefined)	-4	6	4	0	8	12	8	11
CC1(C)CC(=O)C(C=NC2CCCCC2)=C(O)C1	2	5	-5	-1	-3	-10	4	-6
CC(C)c1ccccc1OCC(=O)Nc1nnc(C2CC2)s1	-2	-12	3	-5	-1	0	11	-12
O=C(Nc1cccc(Cl)c1)Nc1cc(S(=O)(=O)N2CCOCC2)ccc1N1CCCC1	1	5	1	4	-1	3	8	3
O=[N+]([O-])c1cnn(-c2nc(-c3ccccc3)cc(C(F)(F)F)n2)c1	-7	0	29	-4	0	1	-5	0
O=C(Nc1ccc(C(=O)N2CCOCC2)cc1)c1cnn2c(C(F)F)cc(-c3ccccc3)nc12	12	-12	-11	-2	10	-5	16	8
O=[N+]([O-])c1cc(Cl)ccc1-c1nc(-c2ccccc2)no1	-86	nt	15	nt	-6	nt	0	1
CCO[C@H]1OC(C(=O)NCc2ccccc2)=C[C@@H](c2ccc(C(F)(F)F)cc2)[C@@H]1CCCO	3	10	-9	-6	0	2	9	17
CC(=O)c1c(C)[nH]c(C(=O)CN2C(=O)NC3(CCCCC3)C2=O)c1C	-11	-4	0	0	-11	15	5	-12
Cc1cc(C)nc(SCCn2c(N3CCCCC3)nc3c2c(=O)n(C)c(=O)n3C)n1	7	7	-11	0	-4	0	2	-1
Cc1c(N=C2SCC(=O)N2/N=C/c2ccccc2)c(=O)n(-c2ccccc2)n1C	-1	-12	5	-2	-6	2	-4	33
Cn1cc(Cl)c(-c2n[nH]c(=S)n2-c2ccccc2)n1	-26	1	8	1	0	-11	-10	-2
CC1(C)OC2OC(C(=O)N/N=C/c3ccccc3F)C3OC(C)(C)OC3C2O1 (centres undefined)	1	-4	-4	-2	-2	3	8	-6
CC(C)n1c(N2CCCC2)nc2c1c(=O)[nH]c(=O)n2C	2	-6	-1	-2	-3	6	2	-6
CN(C)C(CNC(=S)Nc1cccc(Cl)c1)c1ccccc1 (centres undefined)	9	-3	7	0	4	-28	5	-5
CCOC(=O)c1c(NC(=O)COc2ncnc3ccccc23)sc(C)c1CC	8	2	12	2	4	7	8	-4
COc1ccc(N2CC(NS(=O)(=O)c3cccs3)CC2=O)cc1OC (centres undefined)	-4	-1	-2	-4	5	11	7	-7
CCOCc1c(C(=O)Nc2ccccc2N2CCN(C)CC2)oc2ccccc12	23	6	-8	-4	3	8	19	13
Cc1cc(N/N=C/c2ccc(N(C)C)cc2)c2ccccc2n1	-45	9	0	-4	-6	20	-12	-6
CCCCNC1c2ccccc2C(=O)N1Cc1ccccc1 (centres undefined)	2	11	1	-2	8	11	6	-3

(listing goes on)
SMILES	Gli-Sufu block	UBC13 inh	ATG4B inhibitor	APJ agonist	CXCR6 block	APJ antag	CCR6 antagonist	EBI2 block
O=C(NCc1n[nH]c(=S)n1-c1ccccc1)c1ccco1	-4	-11	4	5	4	-19	-17	1
Nn1c(SCCOc2ccccc2)nnc1-c1cccnc1	-2	2	-15	-1	2	14	11	-14
O=c1[nH]c2ccccc2c(O)c1O	4	0	-27	1	-8	-107	-5	-5
O=C(CN1C(=O)S/C(=C\c2ccccn2)C1=O)Nc1ccccc1	-6	-1	-5	0	0	10	-2	-6
COC(=O)c1cc(C(=O)N2CCc3ccccc32)cc([N+](=O)[O-])c1	9	-6	4	3	-12	1	-12	-5
O=C(Nc1ccc(Br)cc1)Nc1ccccc1Cl	-41	4	9	3	-14	-2	-17	-4
Cc1cccc(CC2S/C(=N/N=C/c3ccco3)N(c3ccccc3)C2=O)c1 (centres undefined)	11	0	2	3	-6	10	4	8
